High-throughput results (PubChem)
D2 potentiator = HTS Assay for Positive Allosteric Modulators of the Human D2 Dopamine Receptor: Primary Screen for Potentiators; D(2) dopamine receptor (Homo sapiens), P14416; HEK293 T-REx D2, calcium flux, EC20 dopamine potentiation; potentiation, % at 10 µM; hit rate 0.34% among 340,000;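 active = potentiation over 3 SD above the plate norm, cut at about 30% in these data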; also: 0% is about no effect
Target sequence (P14416 whole entry, looked up): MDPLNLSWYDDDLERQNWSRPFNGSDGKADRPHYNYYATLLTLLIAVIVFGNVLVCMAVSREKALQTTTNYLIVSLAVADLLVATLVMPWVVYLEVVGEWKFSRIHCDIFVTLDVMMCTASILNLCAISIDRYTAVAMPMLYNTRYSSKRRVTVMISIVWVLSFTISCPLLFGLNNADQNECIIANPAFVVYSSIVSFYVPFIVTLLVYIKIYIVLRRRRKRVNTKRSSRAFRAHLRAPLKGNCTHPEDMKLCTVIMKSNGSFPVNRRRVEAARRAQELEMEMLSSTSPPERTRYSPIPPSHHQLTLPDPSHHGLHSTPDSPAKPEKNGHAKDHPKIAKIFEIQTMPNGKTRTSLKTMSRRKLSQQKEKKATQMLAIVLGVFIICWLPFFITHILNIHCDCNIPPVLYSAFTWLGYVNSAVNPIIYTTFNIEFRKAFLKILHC
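Potentiation of an EC20 dopamine calcium response measured kinetically over 180 s, after a preceding 180 s compound-only read flagging agonists. Cells: inducible Hek293 Trex D2 line, 4000/well, cultured overnight at 30 C before dye loading.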
D2 antagonist = HTS Assay for Allosteric Antagonists of the Human D2 Dopamine Receptor: Primary Screen for Antagonists; inhibition, % at 10 µM; AID 485344, 2010; hit rate 2% among 340,000; HEK293 TREx D2 cells, calcium flux, dopamine EC80; D(2) dopamine receptor (Homo sapiens), P14416; in the data active = inhibition above about 30%; also: 0% is about no effect
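Overnight-induced (tetracycline, 30 C) HEK293 T-REx cells carrying force-coupled D2 receive a no-wash calcium dye, then compound, then EC80 dopamine at 180 s; signals are read kinetically throughout.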
D2 ag = HTS Assay for Allosteric Agonists of the Human D2 Dopamine Receptor: Primary Screen for Agonists. hit rate 0.53% among 340,000. activation, % at 2 µM. HEK293 T-REx D2 cells, calcium flux agonist mode. AID 485358, 2010. D(2) dopamine receptor (Homo sapiens), P14416;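 active = activation over 3 SD above normal in the single-dose calcium agonist read, cut at about 30% in these data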; also: 0% is about no effect
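Agonism scored from kinetic calcium signal (1 read/sec, 180 s) following compound pin transfer, after a 10 s baseline. Cells: HEK293 Trex line expressing inducible D2 receptor coupled to calcium, dye-loaded after overnight culture at 30 C.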
D1 antag = Antagonist of Human D 1 Dopamine Receptor: qHTS; HEK293 TREx D1 cells, calcium flux, dopamine EC80; hits give low values; AID 504652, 2011; hit rate 3.2% among 360,000; activity change, negative = inhibition, % at 10 µM; in the data active = activity change below about -30%; also: % is scaled to controls: 0 for no effect and ±100 for the full control effect
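Using tetracycline-induced force-coupled D1 Hek293 cells and a calcium dye, signals were followed for 180 s after compound, then for 180 s after EC80 dopamine, to detect inhibitors.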
RXFP1 antag = qHTS Assay for Antagonists of the Relaxin Receptor RXFP1 | AID 1259400, 2018 | Relaxin receptor 1 (Homo sapiens), Q9HBX9 | hit rate 0.59% among 350,000 | HEK293-RXFP1, relaxin-stimulated cAMP HTRF, 30 min; hits give low values | activity change, negative = inhibition, % at 57.5 µM;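 active = activity change of -60% or lower, but not beyond a set lower limit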; also: % is scaled to controls: 0 for no effect and ±100 for the full control effect
RXFP1 agonist = qHTS Assay for Agonists of the Relaxin Receptor RXFP1. hit rate 0.3% among 370,000. Relaxin receptor 1 (Homo sapiens), Q9HBX9. HEK293T-RXFP1 cAMP TR-FRET, 30 min; response scale: percent of porcine relaxin response, buffer zero. Potency, µM (top dose mostly 57.5 µM), for inactives: top-dose activation, actives largely listed as activators; active = well fitted activation curve with a large enough effect; also: potency is read from the fitted curve at half-maximal effect; % is scaled to controls: 0 for no effect and ±100 for the full control effect; nearly all actives have a fitted effect of over 60% in size; many of its hits are not listed in these tables
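Agonist response is measured as cAMP accumulation in an RXFP1-transfected HEK293T line under PDE4 inhibition. Values are scaled between buffer-only and 29 nM porcine relaxin, and EC50s come from standard Hill equation fits.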
D1 potentiator = Potentiators of Human D1 Dopamine Receptor: qHTS | HEK293 TREx D1 cells, calcium flux, dopamine EC20 potentiation | potentiation, % at 10 µM | hit rate 0.036% among 360,000; in the data active = potentiation above about 30%; also: 0% is about no effect
D1 agonist = Allosteric Agonists of the Human D1 Dopamine Receptor: qHTS | HEK293 T-REx D1 cells, calcium flux, agonist mode | activation, % at 2 µM | hit rate 1% among 360,000 | AID 504660, 2011; in the data active = activation above about 30%; also: 0% is about no effect
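Agonism was scored from calcium flux recorded over 180 s (1 read/s) after pintool compound addition, following a 10-cycle baseline. Cells were inducible force-coupled HEK293 TREx D1, plated overnight at 30 C and loaded with no-wash calcium dye.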
TRHR enhancer = qHTS for Small Molecule Agonists and Allosteric Enhancers of Human TRH Receptor: Primary Screen for Enhancers | Thyrotropin-releasing hormone receptor (Homo sapiens), P34981 | TRHR cells, fluo-8 calcium fluorescence, EC20 TRH enhancement | enhancement, % at 2 µM | hit rate 0.66% among 360,000 | AID 493056, 2011; in the data active = enhancement above about 30%; also: 0% is about no effect
Target sequence (P34981 whole entry, looked up): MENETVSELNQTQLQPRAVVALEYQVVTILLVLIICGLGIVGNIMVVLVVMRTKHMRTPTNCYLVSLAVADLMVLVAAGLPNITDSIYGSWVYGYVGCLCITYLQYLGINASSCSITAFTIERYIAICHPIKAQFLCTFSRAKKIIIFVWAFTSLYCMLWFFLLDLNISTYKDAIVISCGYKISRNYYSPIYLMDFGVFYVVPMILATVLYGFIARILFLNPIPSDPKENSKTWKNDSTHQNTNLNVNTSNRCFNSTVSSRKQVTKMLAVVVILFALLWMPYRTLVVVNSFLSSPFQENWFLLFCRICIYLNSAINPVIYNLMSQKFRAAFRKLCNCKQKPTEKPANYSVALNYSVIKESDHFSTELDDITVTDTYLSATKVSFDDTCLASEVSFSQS
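TRHR-expressing cells loaded with fluo-8 calcium dye were read kinetically (ex 480/em 530) during compound addition, then stimulated with an EC20 of TRH (10 nM final). Enhancement of the Gq-mediated intracellular calcium response was scored.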
Starred values were filed as active, the others as inactive; / = no result given.

Molecule | D2 potentiator | D2 antagonist | D2 ag | D1 antag | RXFP1 antag | RXFP1 agonist | D1 potentiator | D1 agonist | TRHR enhancer
O=C1C=C(O)CC(c2ccco2)C1 (configuration not stated) | -12 | 6 | 0.7 | 1 | -3 | -3.5% | -2 | 0 | 3
CCN(CC)S(=O)(=O)c1ccc(C)c(NC(=O)CNCCN(C(C)C)C(C)C)c1 | 5 | -7 | -0.6 | 8 | 0 | 3.6% | 5 | 4 | 20
Cc1cccc2sc(NNC(=O)c3ccc4c(c3)OCCO4)nc12 | 6 | 6 | -0.4 | 3 | / | 0.6% | 0 | 6 | -2
O=C(Cc1ccc2c(c1)OCCO2)N1CCN(S(=O)(=O)c2cccc(C(F)(F)F)c2)CC1 | 4 | -25 | -4.5 | 14 | / | 0.1% | 4 | 2 | 3
O=C(C(Cc1ccccc1)N1C(=O)c2ccccc2C1=O)N1c2ccccc2CCc2ccccc21 (configuration not stated) | -4 | -8 | -0.4 | 7 | -2 | 0.2% | -6 | 5 | -10
Cc1ccc(SCC(=O)NC(=O)NCc2ccco2)cc1C | -9 | 1 | 0.6 | 13 | / | 2.0% | 1 | -2 | -5
CC(C)C(NS(=O)(=O)c1ccc2c(c1)oc(=O)n2C)C(=O)N1CCN(Cc2ccccc2)CC1 (configuration not stated) | -8 | -7 | -0.4 | 5 | / | 0.0% | -2 | 0 | -11
CC(C)COC(=O)C1[C@H]2C(=O)N(Cc3cccs3)C[C@]23C=C[C@H]1O3 (some centres not stated) | 3 | -3 | 0.3 | 15 | -2 | -0.3% | -2 | -2 | 2
Cc1nc2ncnn2c(N2CCN(c3cccc(C(F)(F)F)c3)CC2)c1C | / | / | / | -1 | 10 | -1.0% | 1 | 8 | -4
CCc1c(C)nc(N)nc1OCC(F)(F)C(F)F | -4 | 15 | 12 | -10 | 5 | -0.5% | -6 | 4 | 0
CC(C)(C)NC(=O)CC1C(=O)NCCN1Cc1c(F)cccc1Cl (configuration not stated) | 17 | -5 | 0.4 | 5 | -8 | -1.5% | 4 | 2 | 6
C/C(=C\C(=O)c1ccc(Br)cc1)NCc1ccc2c(c1)OCO2 | -4 | 20 | -0.3 | -14 | -6 | 5.7% | -8 | 2 | -5
Clc1ccccc1Cn1nnc2c(NCC3CC3)ncnc21 | -4 | -11 | 0.6 | 4 | 8 | 2.9% | -3 | 8 | -6
COc1cc(OC)cc(C(=O)Oc2c(CN3CCOCC3)cc(Cl)c3cccnc23)c1 | -6 | -12 | 0.4 | 18 | -3 | 0.7% | -1 | 3 | 18
CC(C)CC(=O)NC(=S)Nc1ccc(N2CCOCC2)cc1 | -9 | -3 | 1.0 | -11 | 14 | 0.3% | -3 | 10 | -1
O=C(NCc1ccco1)c1ccc(N2CCCC2=O)cc1 | 2 | 10 | 1.0 | 6 | -5 | -1.0% | -1 | 1 | -1
COC(=O)c1ccc(COc2ccc(/C=N/O)cc2OC)o1 | -5 | 1 | -0.6 | 10 | -3 | -0.9% | 4 | 0 | 3
CC1CN(S(=O)(=O)c2cccc(C(=O)NCCC3=CCCCC3)c2)CC(C)O1 (configuration not stated) | -6 | 18 | 0.0 | -27 | 4 | 0.8% | -7 | 0 | -4
Cc1ccc(C(=O)N2CCN(c3cccc(Cl)c3)CC2)cc1-n1c(C)nc2cccnc21 | 2 | / | / | -22 | -31 | 4.5% | -3 | 5 | -2
COc1ccc(/C=N/N2C(C)CCCC2C)cc1OC (configuration not stated) | 12 | -1 | 0.1 | -7 | -5 | 2.9% | 4 | 1 | -1
O=C(OCCN1C(=O)c2cccc3c(N4CCOCC4)ccc(c23)C1=O)c1cc(Cl)cc(Cl)c1 | -2 | 3 | 48* | -9 | / | 21% | 0 | 12 | 10
Cc1ccc(OC(=O)c2sc(Cl)nc2C)cc1C | -7 | 1 | 1.2 | 4 | / | 5.8% | -2 | 2 | -2
COc1ccc(NC(=O)CSc2ncnc3c2nnn3-c2ccc(F)cc2)c(OC)c1 | -9 | 8 | -0.1 | -34* | -9 | 2.1% | -4 | 2 | -5
CCOc1ccc(C(=O)OCc2cc(=O)n3cc(C)sc3n2)cc1 | -4 | / | -2.1 | -4 | / | -0.9% | -3 | 3 | 2
CCOc1cc(C(=O)NC2CC(C)(C)NC(C)(C)C2)cc(OCC)c1OCC | -10 | 17 | -2.1 | 5 | -12 | 1.0% | 1 | 9 | -6
COc1ccc(C2=C(N3CCN(c4cc(Cl)ccc4C)CC3)c3ccccc3C2=O)cc1 | 6 | / | -0.1 | 8 | -7 | 6.3% | 0 | 1 | 1
Cc1c(NC(=O)C2CCCNC2=O)c(=O)n(-c2ccccc2)n1C (configuration not stated) | 2 | 2 | -0.4 | -1 | 0 | 0.6% | -1 | 3 | -7
Cc1ccc2c(c1)NC(=O)C(CC(=O)Nc1ccc(CN3CCC(C)CC3)cc1)O2 (configuration not stated) | 0 | -19 | 1.8 | 24 | 19 | -0.1% | / | 6 | 2
Cc1cc(C)c([C@@H]2C[C@H]3CN(C4CCCC4)C(=O)[C@]34CCCN24)c(-n2cccn2)c1 | 11 | -6 | -0.4 | -6 | 19 | -13% | 2 | 2 | -11
CCOC(=O)c1cccc(NC(=O)CCNS(=O)(=O)c2ccc3c(c2)CCN3C(=O)CC)c1 | -8 | -16 | -0.7 | -12 | -15 | -0.1% | 3 | 0 | -1

The closing five records of the part above are carried over, then new ones follow.
Molecule | D2 potentiator | D2 antagonist | D2 ag | D1 antag | RXFP1 antag | RXFP1 agonist | D1 potentiator | D1 agonist | TRHR enhancer
COc1ccc(C2=C(N3CCN(c4cc(Cl)ccc4C)CC3)c3ccccc3C2=O)cc1 | 6 | / | -0.1 | 8 | -7 | 6.3% | 0 | 1 | 1
Cc1c(NC(=O)C2CCCNC2=O)c(=O)n(-c2ccccc2)n1C (configuration not stated) | 2 | 2 | -0.4 | -1 | 0 | 0.6% | -1 | 3 | -7
Cc1ccc2c(c1)NC(=O)C(CC(=O)Nc1ccc(CN3CCC(C)CC3)cc1)O2 (configuration not stated) | 0 | -19 | 1.8 | 24 | 19 | -0.1% | / | 6 | 2
Cc1cc(C)c([C@@H]2C[C@H]3CN(C4CCCC4)C(=O)[C@]34CCCN24)c(-n2cccn2)c1 | 11 | -6 | -0.4 | -6 | 19 | -13% | 2 | 2 | -11
CCOC(=O)c1cccc(NC(=O)CCNS(=O)(=O)c2ccc3c(c2)CCN3C(=O)CC)c1 | -8 | -16 | -0.7 | -12 | -15 | -0.1% | 3 | 0 | -1
Cc1nc(-c2nc(C(=O)NNS(C)(=O)=O)cs2)cs1 | 6 | 11 | 0.6 | -27 | -3 | 0.1% | -4 | 2 | -7
CCN1C(=NCCc2cccs2)N[C@@H](CCc2ccccc2)[C@H](C(=O)NCCc2cccs2)[C@H]1C | / | / | / | 4 | / | 0.1% | -4 | 2 | -13
CC1(C)C(=O)Nc2ccccc2N1C(=O)CSc1nnc2c(Cl)cc(Cl)cn12 | 5 | -8 | -0.1 | -4 | 3 | 2.1% | 0 | 2 | -4
C=CCn1c(Cc2ccc(OC)cc2)nnc1SCC(N)=O | -10 | -15 | -0.8 | -1 | -8 | -0.4% | -4 | 1 | -5
NS(=O)(=O)c1ccc(CNC(=O)c2ccc3ccccc3n2)cc1 | 1 | -7 | 0.4 | -13 | 11 | 3.5% | / | 6 | -1
Cc1ccccc1CN(C)CC(=O)Nc1c(C)cccc1C(C)C | / | / | / | -5 | -2 | -2.6% | 1 | 2 | -3
O=C(CSc1nnc(-c2ccncc2)n1Cc1ccco1)Nc1nccs1 | 5 | -22 | 0.0 | 1 | -8 | -0.2% | -7 | 5 | 2
O=C(Cn1nnc(-c2cccs2)n1)NCc1cccs1 | -6 | 8 | -0.5 | 7 | -6 | 0.8% | -5 | 2 | -5
CN(C)c1ccc(CNC(=O)CN2C(=O)C3CCCCN3c3ccc(C(=O)N4CCCC4)cc32)cc1 (configuration not stated) | 2 | / | 0.3 | -1 | 3 | -0.3% | -2 | 0 | 12
COc1cccc(CN(C(=O)c2ccc(C(C)(C)C)cc2)C2CCS(=O)(=O)C2)c1 (configuration not stated) | / | / | 2.5 | -18 | -33 | -0.6% | -1 | 0 | -6
Cc1ccc(S(=O)(=O)/N=C(/NC(=S)Nc2c(C)n(C)n(-c3ccccc3)c2=O)c2ccccc2)cc1 | -16 | -18 | 0.0 | 0 | 1 | 2.4% | -3 | 3 | 7
CCCc1cc(=O)n2[nH]c(C)c(-c3ccccc3)c2n1 | / | / | / | 10 | -3 | 0.1% | 1 | 0 | 1
CCC/C(O)=C1\C(=O)CC(C)(C)CC1=NCCO | 8 | 11 | 1.1 | 6 | 5 | 0.1% | -1 | 3 | 9
Cc1oc2cc(OC(C)C(=O)O)ccc2c(=O)c1Oc1ccccc1 (configuration not stated) | 5 | 13 | 0.5 | 8 | -2 | -0.7% | -2 | 3 | -5
Nc1ccc(-c2cnc(-c3ccc(N)cc3)nc2)cc1 | -6 | 13 | 0.5 | -5 | -9 | -0.2% | -7 | 4 | -7
CC(=O)Nc1ccc(/C=C/c2nc3ccccc3o2)cc1 | 6 | -4 | 1.1 | -9 | -14 | -0.4% | -5 | 4 | 14
COc1ccc(OCc2cc(C(=O)NCCc3ccccc3)no2)c(Cl)c1 | -4 | -10 | 0.7 | 2 | -3 | 0.4% | -3 | 14 | 3
Cc1cc(-n2c(SCc3ccccc3F)nc3n[nH]c(C)c3c2=N)ccc1Cl | 6 | 1 | 0.5 | -3 | -6 | -0.6% | -6 | 0 | 54*
COc1cc(OC)cc(C(=O)NCC(=O)NC(C)c2ccccc2)c1 (configuration not stated) | 7 | -11 | -1.1 | -5 | 0 | -0.2% | -1 | 3 | 12
N#C/C(=C\c1c(N2CCCCCC2)nc2ccccn2c1=O)C(=O)NC1CCS(=O)(=O)C1 (configuration not stated) | -10 | -6 | 0.3 | -14 | / | 9.2% | 1 | 1 | -10

These rows are one share of the data; count on the stated rates, not on these rows.
